From PubChem
Lamin A splicing: changes lamin A minigene splicing in HeLa cells. AID 1487. HeLa LMNA splicing GFP/RFP minigene ratio, 48 h. Potency, µM (top dose mostly 46.1 µM), for the others: at the highest dose ratio change, negative = inhibition, usual class: inhibitors. actives 0.01% (n = 200,000); active = well fitted inhibition curve with a large enough effect in the signal ratio, with a control signal flat, not every such curve was filed as active; inconclusive = small, poorly fitted or top-dose-only effect, or effect the other way, or a change in a side signal; the % refers to the signal ratio; also: potency is read from the fitted curve at half-maximal effect; % is scaled to controls: 0 for no effect and ±100 for the full control effect
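Read-out is the ratio of GFP to DsRed2 object intensity, acquired by 488 nm laser-scanning cytometry on HeLa lamin A-EGFP minigene reporter cells. Compound incubation 48 hrs at 37 °C in Opti-MEM with 2% FBS; DMSO 0.5% final.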
GAA glycogen: GAA glycogen-cleavage inhibition or activation; AID 2100; Potency, µM (titrated, usually from 76.4 µM), for inactives: at the top dose activity change, negative = inhibition, usual class: inhibitors; P10253; actives 0.38% (n = 300,000); recombinant GAA, glycogen substrate, Amplex Red glucose oxidase fluorescence;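 also: potency is read from the fitted curve at half-maximal effect; 0% = full enzyme reaction and -100% = no-enzyme basal signal; the screen sought inhibitors and activators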
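qHTS, 1536-well; enzyme 4 nM final; cpd up to 77 uM; substrate bovine liver glycogen 30 ug; 50 mM citrate/phosphate pH 5.0, 0.01% Tween-20; 37 C, 40 min; Amplex Red detection 45 min RT; Hill fit → AC50.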
CBFb RUNX1 block: CBF-beta/RUNX1 interaction disruption | Q01196+Q13951 | AlphaScreen CBFb-His/RUNX1-biotin binding, biochemical | Potency, µM (highest dose often 59.8 µM), without a hit: at the top dose activity, negative = inhibition, most hits filed as inhibitors | 230,000 tested, under 10 active | AID 1477; also: % of control where 0% means no effect
Target sequence (Q01196 whole entry, looked up): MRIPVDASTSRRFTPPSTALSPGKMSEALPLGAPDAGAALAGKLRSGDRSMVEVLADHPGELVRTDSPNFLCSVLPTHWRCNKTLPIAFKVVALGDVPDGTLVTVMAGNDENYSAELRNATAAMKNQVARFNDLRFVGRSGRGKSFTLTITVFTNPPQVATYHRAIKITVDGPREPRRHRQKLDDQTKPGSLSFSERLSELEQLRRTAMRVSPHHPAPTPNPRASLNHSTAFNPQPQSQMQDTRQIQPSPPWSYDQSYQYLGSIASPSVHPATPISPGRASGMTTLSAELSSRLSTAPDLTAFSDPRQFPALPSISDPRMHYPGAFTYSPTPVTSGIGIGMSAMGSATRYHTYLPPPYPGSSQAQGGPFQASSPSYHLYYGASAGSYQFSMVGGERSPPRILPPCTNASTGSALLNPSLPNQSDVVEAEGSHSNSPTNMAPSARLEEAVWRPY
Target sequence (Q13951 whole entry, looked up): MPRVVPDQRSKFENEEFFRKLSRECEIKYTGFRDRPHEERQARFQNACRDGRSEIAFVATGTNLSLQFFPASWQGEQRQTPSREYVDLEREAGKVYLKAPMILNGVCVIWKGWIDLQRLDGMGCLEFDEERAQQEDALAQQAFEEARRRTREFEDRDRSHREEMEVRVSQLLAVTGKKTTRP
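Compounds were screened at multiple concentrations against a preformed CBF-beta(His)/RUNX1(biotin) complex (30 nM of each) for 15 min at room temperature, followed by 90 min with nickel and streptavidin beads and AlphaScreen reading.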
aGlu spleen mod: inhibitors or activators of human alpha-glucosidase in spleen homogenate. AID 2112. human spleen homogenate, 4-MU-alpha-glucoside fluorescence. actives 0.006% (n = 240,000). P10253. Potency, µM (titrated, usually from 79.9 µM), for inactives: top-dose activity change, negative = inhibition, most hits filed as inhibitors;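 also: potency is read from the fitted curve at half-maximal effect; 0% = enzyme with vehicle and -100% = no enzyme basal signal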
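AC50 values come from Hill-equation fits of concentration-response data, normalized to no-enzyme and full-activity controls. Enzyme source: 1 ug human spleen homogenate; 1 mM fluorogenic 4-MU glucoside, pH 5.0 citrate buffer, 37 C, 40 min.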
HTT cytoprotect: protects HTT-Q103 PC12 cells, measured by ATP | actives 0.14% (n = 230,000) | PC12 HTT-Q103 induced, cytoprotection, ATP luminescence, 40 h | Potency, µM (top dose mostly 56.4 µM), inactives show cytoprotection (ATP increase), usual class: activators;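 also: potency is read from the fitted curve at half-maximal effect; % of control where 0% means no effect; nearly all actives have a fitted effect of over 45% in size; toxic huntingtin expression switched on by the ecdysone agonist tebufenozide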
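Cells were plated at 1500 per well in phenol red-free DMEM with 5% equine and 5% calf serum. Tebufenozide (100 nM final) and compounds were added, then ATPlite reagent, and luminescence was read.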
GAA inhib: blocks human lysosomal alpha-glucosidase; purified human GAA, 4-MU-alpha-glucoside fluorescence; actives 0.005% (n = 200,000); Potency, µM (doses to about 76.9 µM), inactives show at the top dose activity change, negative = inhibition, hits mostly inhibitors;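 also: potency is read from the fitted curve at half-maximal effect; plate controls were uninhibited enzyme wells for no effect and no-enzyme background for full effect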
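Human enzyme at 4 nM with 400 uM 4-methylumbelliferyl-alpha-D-pyranoside, citrate/phosphate buffer pH 5.0, 0.005% Tween-20, 20 min at room temperature. Compounds up to 77 uM. 4-MU fluorescence (Ex 365/Em 440) read after NaOH/glycine stop; AC50 from Hill fit.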
HttQ103 aggreg: mutant huntingtin aggregation inhibition; PC12 HttQ103-GFP aggregates, Acumen cytometry, 40 h; Potency, µM (highest dose often 46.1 µM), for inactives: at the top dose activity change, negative = inhibition, usual class: inhibitors; actives 1.1% (n = 220,000); AID 1688; also: potency is read from the fitted curve at half-maximal effect; % is scaled to controls: 0 for no effect and ±100 for the full control effect; nearly all actives have a fitted effect of over 60% in size
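PC12 cells with ecdysone-inducible HTT exon1 Q103-GFP, induced by 100 nM tebufenozide, given compounds in a concentration series. GFP aggregates (1–25 um, 6 SD above background) counted in lysates by laser-scanning cytometry, 488 nm excitation.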
Starred values were filed as active, the others as inactive; ? = inconclusive; nt = no result given; & = joins results of further samples; [ ] = remark or other dose. Unless noted, calls follow the shape of the dose curve; as a rule, active = well fitted curve in the direction sought with a large enough effect; inconclusive = small, poorly fitted or top-dose-only effect, or another doubt; inactive = no such curve, though single readings can be large; an effect the other way counts as inactive or inconclusive.

SMILES | Lamin A splicing | GAA glycogen | CBFb RUNX1 block | aGlu spleen mod | HTT cytoprotect | GAA inhib | HttQ103 aggreg
CC(N)(COP(=O)(O)Oc1ccccc1)C(=O)O (stereo not given) | nt | nt | 14% | 8% | -20% | nt | nt
COc1ccc(-n2c(/C=C3/C(=O)Nc4ccccc43)nc3ccccc3c2=O)cc1 | nt | 9% | 6% | 4% | -2% | -1% | 4%
COc1cc2c(cc1OC)C(C(=O)NCCC(C)C)C1CCCCN1C2=O (stereo not given) | -10% | 13% | -1% | -10% | 2%[10 µM] | 2% | 8%
Cc1cc(Cl)ccc1OCC(=O)N1CCN(C)CC1 | 2% | 7% | 4% | -7% | -15% | 14% | -3%
C[C@@H]1O[C@H](C[N+](C)(C)C)CS1 | 5% | nt | -4% | -5% | 6%[1.9 µM] | nt | nt
O=C1NC(=S)N(C2CC2)C(=O)/C1=C/c1ccc2c(c1)CCN2CCCCl | ? | -29% | ? | 4% | 1%[10 µM] | 3% | 0%
COc1cc(CC(C)N)c(OC)cc1I (stereo not given) | ? | nt | -6% | -2% | nt | nt | nt
CC(C)n1cc(C(=O)N(CC(=O)NC(C)(C)C)Cc2ccccc2)cn1 | -1% | 4% | 0% | -1% | 14%[10 µM] | 0% | -10%
O=C1/C(=C\c2ccccc2)C2OCC=C3CN4CCC56c7ccccc7N1C5C2C3CC46 (stereo not given) | nt | 4% | 11% | -17% | -5%[10 µM] | nt | -29%[9.22 µM]
Nc1ccccc1 | nt | nt | 7%[21.7 µM] | -6% | -10% | nt | nt
COc1ccc2c(c1O)-c1cccc3c1C(C2)N(C)CC3 (stereo not given) | -18% | nt | 14% | -4% | nt | nt | nt
Cc1ccc2c(c1)N(CCC(=O)N1CCC3(CC1)OCCO3)C(=O)C(C)O2 (stereo not given) | 8% | 0% | -2% | -6% | -3% | 5% | 0%
O=C(CNC1CCCCC1)N1CCC2(CC1)OCCO2 | 3% | -11% | 5% | -2% | -18% | -9% | -7%[9.22 µM]
CC(=O)OC[C@]12CCC(C)=C[C@H]1O[C@@H]1[C@H](O)[C@@H](OC(C)=O)[C@@]2(C)[C@]12CO2 | nt | 1% | 9% | 2% | -76%[inhibitor][10 µM] | nt | 0.1µM*
O=C(O)c1ccccc1-c1c2cc(Br)c(=O)cc-2oc2[c]([Hg])c(O)c(Br)cc12 | ? | nt | -8%[21.7 µM] | -22% | -323%[inhibitor] | nt | 5µM*
O=C(CNC(=O)c1ccccc1Cl)Nc1ccc(Br)cc1C(=O)c1ccccc1 | ? | 2% | 3% | -5% | 17%[10 µM] | -2% | -10%
O=[N+]([O-])c1ccccc1O | nt | nt | 4%[21.7 µM] | -6% | ? | nt | nt
Cc1ccnc(-n2c(-c3ccco3)nc3ccccc3c2=O)c1 | ? | 0% | 21% | 0% | -6%[10 µM] | -4% | -5%
CC(CO)NC(=O)C1C=C2c3cccc4[nH]cc(c34)C[C@H]2N(C)C1 (stereo not given in full) | nt | nt | 12% | -2% | -18% | nt | nt
CC(=O)c1ccc(OC(NC(=O)c2ccco2)C(Cl)(Cl)Cl)cc1 (stereo not given) | 15% | 3% | -1% | -6% | 14% | -4% | 0%
CNC(=O)c1cccn(Cc2cccc(C(F)(F)F)c2)c1=O | nt | 2% | 30% | 4% | -19% | -7% | -8%
CN1C(=O)c2ccccc2Sc2ccc(C(=O)N3CCC4(CC3)OCCO4)cc21 | 4% | -1% | 4% | -4% | 4% | 2% | 10%
COc1ccccc1[As](=O)(O)CC(O)COc1ccc(Cl)cc1Cl (stereo not given) | nt | 3% | -23% | -11% | 4%[10 µM] | nt | -17%[9.22 µM]
COc1cccc(CNCCc2c[nH]c3ccccc23)c1OC | nt | 6% | -6% | -3% | -38%[inhibitor] | ? | -12%
O=C(N/N=C/c1c(O)n(CCc2ccccc2)c(=O)[nH]c1=O)c1ccccc1O | nt | -9% | -23% | -7% | 21%[10 µM] | nt | 12%[9.22 µM]
(list continues)
SMILES | Lamin A splicing | GAA glycogen | CBFb RUNX1 block | aGlu spleen mod | HTT cytoprotect | GAA inhib | HttQ103 aggreg
Cc1ccc(CN2CCCC(C(=O)c3ccc4c(c3)OCO4)C2)cc1C (stereo not given) | nt | 1% | 10% | -3% | 15%[10 µM] | nt | 25%[9.22 µM]
CCOC(=O)c1c(C)n(CCN2CCN(C)CC2)c2ccc(OC)cc12 | 6% | 4% | -2% | 0% | -27% | -7% | 8%
CCCCCCCCCCCCCC(=O)O[C@@H]1[C@@H](C)[C@@]2(O)[C@@H](C=C(CO)C[C@]3(O)C(=O)C(C)=C[C@@H]23)[C@@H]2C(C)(C)[C@]12OC(C)=O | nt | nt | ? | -13% | -356%[inhibitor] | nt | nt
CN(C(=O)CNC(=O)OCc1ccccc1)c1ccc(Br)cc1C(=O)c1ccccc1Cl | ? | -6% | -2% | -2% | 1%[10 µM] | -3% | ?
COC(C(=O)C(O)C(C)O)C1Cc2cc3cc(OC4CC(OC5CC(O)C(OC)C(C)O5)C(OC(C)=O)C(C)O4)c(C)c(O)c3c(O)c2C(=O)C1OC1CC(OC2CC(OC3CC(C)(O)C(OC(C)=O)C(C)O3)C(O)C(C)O2)C(O)C(C)O1 (stereo not given) | ? | nt | nt | nt | -159%[inhibitor] | nt | 0.18µM*
O=C(CN1CC=C(c2ccccc2)CC1)Nc1cc(Cl)ccc1Cl | ? | 5% | 0% | -6% | ? | -3% | 12%
COc1ccc(OC)c(/C=N/OC(=O)Nc2ccc(Cl)cc2)c1 | 25%[46 µM] | -5% | 12% | -3% | -21% | -2% | 12%
CNC[C@H](O)c1ccc(O)c(OC)c1 | -14% | nt | -3%[21.7 µM] | 8%[29.1 µM] | -2%[40.3 µM] | nt | nt
C[C@]12CC[C@@H]3c4cc(O)c(O)cc4CC[C@H]3[C@@H]1CC[C@@H]2O | ? | 3.1µM* | -5% | 7% | nt | -34%[15.4 µM] | nt
COc1ccc(O)c2c(=O)c3c(OC)cc4c(c3oc12)C1C=COC1O4 (stereo not given) | nt | 9% | 7% | 0% | -31%[10 µM] | nt | -29%[9.22 µM]
C=CCOC(=O)C1=C(C)OC(N)=C(C#N)C12C(=O)N(CN1CCOCC1)c1ccccc12 (stereo not given) | -6% | 2% | 6% | -6% | -20% | -5% | -1%[9.22 µM]
COC(=O)CN1C(=O)CN=C(c2ccccc2Cl)c2cc(Br)ccc21 | -15%[46 µM] | 5% | 8% | 1% | 7%[10 µM] | -5% | -7%[9.22 µM]
O=C(/C=C/c1ccccc1)NCCc1cnc[nH]1 | nt | 1% | nt | 2% | -32%[inhibitor] | 1% | 13%
O=C1NC(=O)N(c2ccc3c(c2)OCO3)C(=O)/C1=C/c1ccc(N2CCCCC2)o1 | 15% | -10% | 1% | -6% | -11% | -11% | -13%
COC1=CC=C2[C@H]3Cc4ccc(OC)c5c4[C@@]2(CCN3C)[C@H]1O5 | nt | -9% | -3% | 10% | -3% | nt | 2%[20.6 µM]
COc1ccc(OC)c(N2C(=O)NC(=O)/C(=C\c3ccc([N+](=O)[O-])s3)C2=O)c1 | -54%[46 µM] | -14% | -26% | -19% | -9% | -1% | ?
CN(C)c1ccc(Cc2ccc(N(C)C)cc2)cc1 | nt | nt | ? | 3% | 19% | nt | nt
COc1c2c(cc3c1OCO3)CC[N+](C)=C2 | nt | 18% | -5%&16%&0% | 4%&-1%&-2% | -20% | nt | 15%[9.22 µM]
COc1ccc(S(=O)(=O)NCc2ccc(C(=O)N3CCC4(CC3)OCCO4)cc2)cc1 | 9% | 5% | 3% | -11% | -33% | -2% | -11%
c1ccc(-c2ccc(-c3n(-c4ccccn4)c4ccccc4[n+]3-c3ccccn3)cc2)cc1 | ? | 1% | -15% | 2% | 35%[10 µM] | -2% | ?
CN1CCC23CCCC[C@H]2C1Cc1ccc(O)cc13 (stereo not given in full) | -26% | nt | 4% | -4% | nt | nt | nt
CN(C)c1ccc(/C=C2/C(=O)NC(=O)N(Cc3ccco3)C2=O)cc1 | -21% | 11% | ? | -20% | -19%[10 µM] | -7% | -18%
CCCCn1c(O)c(C(CC)=Nc2ccc(OC)cc2OC)c(=O)[nH]c1=O | ? | -13% | 4% | -7% | -15% | -10% | -24%
O=C1NC(=O)N(c2cccc(F)c2)C(=O)/C1=C/c1ccc(N2CCOCC2)cc1 | nt | 2% | 2% | 1% | -12%[10 µM] | 0%[15.4 µM] | -17%[9.22 µM]
Cc1cc(N2C(=O)C3CCCN3C2c2cccc(Cl)c2)no1 (stereo not given) | -6% | 1% | 6% | 7% | -11%[1.9 µM] | -1% | -20%

An excerpt from above with just HTT cytoprotect.
SMILES	HTT cytoprotect
COc1ccc(S(=O)(=O)NCc2ccc(C(=O)N3CCC4(CC3)OCCO4)cc2)cc1	-33%
c1ccc(-c2ccc(-c3n(-c4ccccn4)c4ccccc4[n+]3-c3ccccn3)cc2)cc1	35%[10 µM]

Next part.
SMILES | Lamin A splicing | GAA glycogen | CBFb RUNX1 block | aGlu spleen mod | HTT cytoprotect | GAA inhib | HttQ103 aggreg
Cc1ccc(-n2c(O)c(C=NCc3ccco3)c(=O)[nH]c2=S)cc1C | nt | -10% | -8% | 8% | 19%[10 µM] | nt | -4%[9.22 µM]
COC(=O)C12CC3=CCC4C(=O)N(c5ccccc5)C(=O)C4C3Cc3ccccc3[C@@H]1CNC2=O (stereo not given in full) | nt | nt | -3% | -2% | -14% | nt | nt
COc1cc(C=C2C(=O)NC(=O)NC2=O)cc(OC)c1OC | nt | -9% | -1% | -4% | 22%[10 µM] | nt | 34%[9.22 µM]
CSc1ccc(C(=O)C2CCCN(Cc3ccn[nH]3)C2)cc1 (stereo not given) | nt | 1% | 9% | -6% | -13%[10 µM] | nt | 12%[9.22 µM]
O=C(Cn1cnc2ccccc2c1=O)NCCC(=O)N1CCC2(CC1)OCCO2 | ? | 1% | 2% | 2% | -6% | 2% | 4%
CCC1(CC)C(=O)NC(=O)NC1=O | ? | nt | 9% | 8% | -40%[inhibitor] | nt | -5%
O=C(COc1ccccc1)N1CCN(CC(O)COc2ccccc2)CC1 (stereo not given) | -8% | 10% | -1% | -3% | 5%[10 µM] | -3% | 0%

These rows are one share of the data (hit frequency here may not be typical).
